Screening results as filed in PubChem BioAssay.
Lipid storage S3: qHTS Assay for Lipid Storage Modulators in Drosophila S3 Cells | AID 2685 | lipid storage change, negative = inhibition, % at the top dose, mostly 46.1 µM; hits show Potency in µM | hit rate 0.64% among 320,000 | Drosophila S3 cells, BODIPY lipid droplet fluorescence, 18-24 h; cells fed with added oleic acid; active = well fitted inhibition curve with a large enough effect in the signal ratio, with a control signal flat, not every such curve was filed as active; inconclusive = small, poorly fitted or top-dose-only effect, or effect the other way, or a change in a side signal; the % refers to the signal ratio
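Drosophila S3 cells got compounds at several concentrations plus oleic acid (400 uM solution). Laser-scanning cytometry with 488 nm excitation read lipid droplets at 500-530 nm and cells at 575-640 nm. Percent activity was relative to 20 uM Triacsin C.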
Lipid storage S3 cell count max: also measured in Lipid storage S3; calls as there; cell number change, %; measured here: cell count max response;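 cells counted by Cell Tracker Red CMTPX staining in the red channel; peak over a dose series mostly up to 46.1 µM; percent activity relative to internal control wells on each plate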
The depositor's hits bear a star; i = inactive; ? = inconclusive; nt = no result given; [ ] = dose if it differs, or a comment. % is scaled to controls: 0 for no effect and ±100 for the full control effect; potency is read from the fitted curve at half-maximal effect. An excerpt (hit frequency here may not be typical).

Results follow in this order: Lipid storage S3 | Lipid storage S3 cell count max
> COCCNC(=O)C1Cc2cc(S(=O)(=O)N3CCCC3)ccc2N1C(C)=O (stereo not drawn)
 : ? | nt
> c1ccc(Nc2ccc(-n3ccnc3)nn2)cc1
 : ? | nt
> CCCn1nnnc1SCC(=O)c1ccc(NC(C)=O)cc1
 : ? | nt
> COc1ccc(N2C(=O)C3CCCN3C2c2ccc(C)o2)cc1Cl (stereo not drawn)
 : 11.4% | 9.7
> CN(C)c1ccc(C(=O)N/N=C/c2cc(Br)cc(Br)c2O)cc1
 : ? | nt
> COc1cc(C(=O)OCC(=O)c2ccc(S(=O)(=O)N3CCCCC3)cc2)cc(OC)c1OC
 : ? | nt
> CC(=O)N1C(=O)NC(c2ccccc2)=C([N+](=O)[O-])C1c1ccccc1 (stereo not drawn)
 : ? | nt
> COc1ccc(OCCc2nnc(N)s2)cc1
 : ? | nt
> CN(C)c1ccc(NS(=O)(=O)c2ccc(-c3csnn3)cc2)cc1
 : -1.2% | -13.8
> c1ccc(CCCCN2C(Nc3ccccc3)=NC[C@@H]2Cc2ccccc2)cc1
 : ? | nt
> Cc1ccc(CNC(=O)c2nnn(CC(=O)Nc3cccc(C)c3C)c2N)cc1
 : i | 9.1
> CC(=O)NC(Cc1cc(C)ccc1C)C(=O)N1CCN(C(=O)c2ccccc2Br)CC1 (stereo not drawn)
 : 27.4% | 13.4
> O=C(O)C1C2C=CC(O2)C1C(=O)Nc1ccc2c(c1)OCCO2 (stereo not drawn)
 : ? | nt
> CC(C)CN1CCCC(N2CCN(c3cccc(Cl)c3)CC2)C1 (stereo not drawn)
 : ? | nt
> CC(C)C(=O)N(Nc1nc2ccccc2s1)C(=O)C(C)C
 : ? | nt
> Cc1onc(-c2ccc(Cl)cc2)c1-c1ccnc(SCC(=O)Nc2ccc(C(C)C)cc2)n1
 : -9.1% | 2.1
> COC(=O)c1ccc(C2=NOC(C)(c3sc(-c4ccccc4)nc3C)C2)cc1 (stereo not drawn)
 : ? | nt
> CCOc1nc(-c2ccc(OC)cc2)ccc1-c1noc(C)n1
 : ? | nt
> Cc1ccc(S(=O)(=O)N2[C@@H](c3ccccc3)C(C(=O)O)=CC[C@H]2c2ccc(Cl)cc2)cc1
 : ? | nt
> O=C(CN1CCN(c2ccccc2)CC1)Nc1c(C(=O)C2CC2)oc2ccccc12
 : 3.7% | 0.0
> Cc1cc(C)c(S(=O)(=O)N2CCOC2CNC(=O)C(=O)NCCCn2ccnc2)c(C)c1 (stereo not drawn)
 : ? | nt
> Cc1ccc(C)c(S(=O)(=O)N2CC(=O)Nc3ccccc32)c1
 : ? | nt
> CCCn1c2ccccc2c2nnc(SC(CC)C(=O)Nc3cc(C)on3)nc21 (stereo not drawn)
 : -1.1% | -12.0
> O=C(N/N=C1/CCSC1)c1cc(Br)ccc1O
 : ? | nt
> Fc1ccccc1C1c2[nH]c3ccccc3c2CCN1Cc1cccn1-c1ncccn1 (stereo not drawn)
 : 1.1% | 0.0
> O=S(=O)(Nc1n[nH]c(C(F)(F)F)n1)c1ccccc1
 : ? | nt
> COc1ccc(S(=O)(=O)N2CCCOC2CNC(=O)C(=O)NCc2ccccc2F)cc1C (stereo not drawn)
 : ? | nt
> O=C(C1CCCN(S(=O)(=O)c2cnc[nH]2)C1)N1CCN(Cc2ccccc2)CC1 (stereo not drawn)
 : ? | nt
> CCN(CC)S(=O)(=O)c1ccc(N/N=C(\C)c2cccnc2)nc1
 : i | nt
> Cc1cc(C)c2nc(-c3ccccn3)cc(C(=O)n3cccn3)c2c1
 : i | -2.5
> CC(C)S(=O)(=O)c1ccc(C(=O)Nc2ccc(F)cc2F)cn1
 : -0.1% | 1.2
> CCOC(=O)N1CCN(C(=O)c2cccn3c(=O)c4sccc4nc23)CC1
 : i | nt
> CC1Cc2ccccc2N1C(=O)CSc1nc2ccccc2o1 (stereo not drawn)
 : ? | nt
> O=C(Nc1nnc(-c2cccnc2)o1)c1cccc(Cl)c1
 : ? | nt
> O=C(C(Cc1ccccc1)N1C(=O)C2C3CCC(C3)C2C1=O)N1CCCCC1 (stereo not drawn)
 : 11.5% | -2.3
> CCCOC1CCCN(Cc2nc(-c3ccc(C(=O)OC)cc3)no2)C1 (stereo not drawn)
 : 21.4% | 0.5
> COc1ccc(-c2nc(C#N)c(N3CCCCC3)o2)cc1
 : ? | nt
> C=CCNC(=O)C(=O)NCCCN1CCOCC1
 : 3.5% | -0.9
> COc1ccnc(N2CCN(c3ccc(Cl)cc3)CC2)c1C#N
 : -9.7% | -10.1
> Cc1ccc(NC(NC(=O)c2cccnc2)C(Cl)(Cl)Cl)cc1 (stereo not drawn)
 : -0.7% | -9.0

Copied from the list:
C=CCNC(=O)C(=O)NCCCN1CCOCC1 @ Lipid storage S3 cell count max = -0.9
O=C(C(Cc1ccccc1)N1C(=O)C2C3CCC(C3)C2C1=O)N1CCCCC1 (stereo not drawn) @ Lipid storage S3 cell count max = -2.3
Cc1cc(C)c2nc(-c3ccccn3)cc(C(=O)n3cccn3)c2c1 @ Lipid storage S3 cell count max = -2.5

Continuation.
Results follow in this order: Lipid storage S3 | Lipid storage S3 cell count max
> O=C(c1ccc(S(=O)(=O)N2CCCC2)cc1)N1CCN(c2ccccc2)CC1
 : ? | nt
> Cc1cc([N+](=O)[O-])ccc1-c1ccc(C2Nc3ccccc3C(=O)N2O)o1 (stereo not drawn)
 : -15.4% | -24.7
> COc1cc(NC(=O)c2ccc(C(=O)c3ccccc3)cc2)cc(OC)c1OC
 : i | -29.6
> CSc1ccc(S(=O)(=O)Nc2ccc3c4c(cccc24)CC3)cc1
 : -3.0% | -6.5
> Cc1nn(C(C)C(=O)NCCc2ccco2)c(=O)c2nn(-c3ccccc3)c(C)c12 (stereo not drawn)
 : i | -11.5
> Cc1ccc(C(=O)N2CCN(c3ccccc3O)CC2)cc1S(=O)(=O)N1CCCCC1
 : -10.9%[0.0737 µM] | nt
> COC(=O)c1ccc(OC(=O)c2ccncc2)cc1O
 : 7.3% | 13.0
> Cc1ccc(S(=O)(=O)N(C)C)cc1NC(=O)C1CCCCN1S(=O)(=O)c1ccccc1 (stereo not drawn)
 : ? | nt
> O=C(COc1ccc(S(=O)(=O)NC2CCCCC2)cc1)NCC1CCCO1 (stereo not drawn)
 : ? | nt
> CCOc1ccc(C(C)(C)C)cc1S(=O)(=O)N1CC(C)OC(C)C1 (stereo not drawn)
 : ? | nt
> Cc1cc2nc(Sc3c([N+](=O)[O-])nc(C)n3Cc3ccccc3)[nH]c2cc1C
 : ? | nt
> Cc1ccc(NC(=O)CSc2nnc(-c3ccoc3C)n2CCCN(C)C)cc1Cl
 : i | 19.8
> Cc1ccccc1-c1oc(C)c(C)[n+]1[O-]
 : ? | nt
> CNC(=O)c1cc(Cl)c(OC)c(OC)c1
 : 2.4% | -15.6
> Cc1cccc(N2CCN(Cc3nc(-c4ccccc4Cl)oc3C)CC2)n1
 : 8.1% | -0.4
> CCc1cc(C(=O)N2CCN(S(=O)(=O)c3ccc(Cl)cc3)CC2)sc1C
 : 11.6µM* | 7.0*
> COc1cccc(N(CC(=O)N2CCN(c3ccccc3OC)CC2)S(C)(=O)=O)c1
 : i | nt
> CCCc1[nH]c(=O)c(C#N)c2c1COC(C)(C)C2
 : ? | nt
> CC(C)OCCCNC(=O)c1ccc(NS(C)(=O)=O)cc1
 : 22.2% | -0.5
> O=C(O)/C=C/c1ccc(-n2ccnc2)cc1
 : -11.0% | -14.2
> O=C(c1n[nH]c2ccccc12)N1CCN(S(=O)(=O)c2ccc(Cl)cc2)CC1
 : ? | nt
> CNC(=O)c1sc2nc(-c3ccc(OC)cc3)cn2c1C
 : ? | nt
> Cc1ccc2[nH]c(=O)c3cc(C(=O)N4CCN(C(=O)c5ccco5)CC4)sc3c2c1
 : -13.6% | -13.6
> c1ccc(CNc2nc(N3CCOCC3)nc(N3CCOCC3)n2)cc1
 : 3.2% | 12.6
> CC(=O)c1ccc(NC(=O)Cn2nc(C)c([N+](=O)[O-])c2C)cc1
 : -10.3% | nt
> Cc1cc(NS(=O)(=O)c2ccc(Nc3nc(-c4sc(NC(=O)c5ccccc5)nc4C)cs3)cc2)no1
 : i | -9.1
> CN1CC(=O)N(CC(=O)Nc2ccc(Br)cc2F)C1=O
 : ? | nt
> CCC(=O)N(c1nnc(SCC(=O)Nc2ccccc2Cl)s1)C1CC1
 : ? | nt
> CN(Cc1ccc(Cl)cc1)C(=O)COC(=O)CSc1ccc([N+](=O)[O-])cc1
 : ? | nt
> COc1ccc(C(=O)N2CCN(S(=O)(=O)c3ccc(Br)cc3)CC2)cc1
 : 13.0% | -10.4
> COc1nc2cc(C)ccc2cc1-c1noc(-c2cccnc2)n1
 : ? | nt
> CC(C(=O)OCC(=O)c1cccc([N+](=O)[O-])c1)N1C(=O)C2C3CCC(C3)C2C1=O (stereo not drawn)
 : -4.6% | 4.7
> O=C(Cn1cnc2sc(-c3ccccc3)cc2c1=O)N1CCOCC1
 : i | nt
> O=C(COC(=O)c1ccc(Cl)c(S(=O)(=O)NCc2ccccc2)c1)NCC1CCCO1 (stereo not drawn)
 : ? | nt
> Cc1cccc(NC(=S)NCc2cccs2)c1
 : 13.8% | 4.5
> CCCCOc1ccc(Br)cc1CSC(=N)N
 : ? | nt
> Cc1ccc(C(=O)N/N=C\c2ccc[nH]2)cc1[N+](=O)[O-]
 : -3.5% | 6.8
> Cc1cccc(S(=O)(=O)Nc2nc3ccccc3nc2Nc2ccc3c(c2)OCO3)c1
 : ? | nt
> CC(C)(C)NC(=O)COC(=O)c1cc(Br)ccc1Cl
 : ? | nt
> CSCCC(NS(=O)(=O)c1ccc2ccccc2c1)C(=O)OCC(=O)c1ccc(C(C)C)cc1 (stereo not drawn)
 : 29.1% | -0.1
> CCSc1nnc(NC(=O)COc2ccc3ccccc3c2)s1
 : -10.2% | 1.1
> C=CCN(C(=O)CNC(=O)c1cccs1)C(C(=O)NC1CCCCC1)c1cccnc1 (stereo not drawn)
 : ? | nt
> CCCCc1cc(=O)oc2c3c(cc(OCC(=O)NCCCO)c12)OC(C)(C)CC3
 : 5.5% | -21.0
> COc1ccc(-n2c(-c3ccccc3)nnc2-c2ccc(Cl)cc2)cc1
 : i | 26.9
> COc1ccc(CCN2CC(C(=O)Nc3ccccc3F)CC2=O)cc1OC (stereo not drawn)
 : ? | nt
> Cn1c(-c2ccc(Cl)cc2)cnc1N
 : ? | nt
> COc1ccc(-n2c(SCC(=O)Nc3ccccc3OC)nc(O)cc2=O)cc1
 : ? | nt
> O=C(CSc1nnc2c(Cl)cc(Cl)cn12)N1CCN(S(=O)(=O)c2ccccc2)CC1
 : 29.6% | 0.7
> CCN(C(=O)COC(=O)c1ccc(S(=O)(=O)N2CCCc3ccccc32)cc1)C1CCS(=O)(=O)C1 (stereo not drawn)
 : ? | nt
> O=C(N/N=C/c1ccc(-c2ccc([N+](=O)[O-])cc2)o1)[C@H]1C[C@@H]1c1ccccc1
 : ? | nt
> CC(C)(C)c1cc(NC(=O)Nc2ccc(Cl)cc2Cl)no1
 : ? | nt
> COc1ccc(-n2c(=S)[nH]c3cc(C(=O)NCc4ccc(F)cc4)ccc3c2=O)c(OC)c1
 : ? | nt
> Cc1ccccc1CCN(C(=O)Cn1nnc2ccccc21)C(C(=O)NC(C)(C)C)c1ccsc1 (stereo not drawn)
 : ? | nt
> O=C(CNC(=O)c1ccncc1)N/N=C/c1ccccc1[N+](=O)[O-]
 : 1.6% | 15.1
> COc1ccc(S(=O)(=O)N2CCOCC2)cc1NC(=O)CN1CCC(Cc2ccccc2)CC1
 : ? | nt
> O=[N+]([O-])c1ccc(N=Nc2ncc[nH]2)cc1
 : ? | nt
> CCNC(=O)CC1C(=O)N(c2ccc(F)cc2)C(=O)N1CCC(C)C (stereo not drawn)
 : -6.2% | -14.9
> COc1cccc(NC(=O)C(NCCc2ccc(S(N)(=O)=O)cc2)c2ccccc2)c1 (stereo not drawn)
 : 11.0% | -1.4
> CCNC(=O)C1CCCN1S(=O)(=O)c1ccc2ccccc2c1 (stereo not drawn)
 : ? | nt
> CN(C)CCCNC(=O)C1CCNCC1
 : i | -14.6

Three entries out of the list, sorted by length of the SMILES, largest number first:
Results follow in this order: Lipid storage S3 | Lipid storage S3 cell count max
> COc1ccc(S(=O)(=O)N2CCOCC2)cc1NC(=O)CN1CCC(Cc2ccccc2)CC1
 : ? | nt
> COc1cccc(NC(=O)C(NCCc2ccc(S(N)(=O)=O)cc2)c2ccccc2)c1 (stereo not drawn)
 : 11.0% | -1.4
> COc1ccc(-n2c(SCC(=O)Nc3ccccc3OC)nc(O)cc2=O)cc1
 : ? | nt

Additional entries:
Results follow in this order: Lipid storage S3 | Lipid storage S3 cell count max
> Cc1onc(-c2c(F)cccc2Cl)c1C(=O)N1C=CC(C(F)(F)Cl)=NCC1
 : -2.5% | -2.4
> CN(C)S(=O)(=O)c1cccc(NC(=O)c2ccncc2)c1
 : -12.5% | 11.7
> Cc1cc(N2C(=O)C(=O)/C(=C(/O)c3ccc(F)cc3)C2c2ccc(F)cc2)no1 (stereo not drawn)
 : ? | nt
> Cc1ccc(S(=O)(=O)NC2=NCN(C3CCCCC3)CN2)cc1
 : -23.1% | -14.1
> CCOc1ccc(C2OC(=O)Cc3cc(OC)c(OC)cc32)cc1 (stereo not drawn)
 : -4.9% | 1.8
> COC(=O)c1cc(S(=O)(=O)NCc2cccs2)c[nH]1
 : 19.3% | -17.8
> CN(NS(=O)(=O)c1ccc(Br)cc1)c1nc(C(F)(F)F)nc2ccccc12
 : ? | nt
> CCOC(=O)CC(=O)Nc1ccc(Br)cc1C(=O)O
 : -1.4% | -1.7
> COc1ccc(Cl)cc1NC(=O)CCN1C(=O)C2C3C=CC(C4CC34)C2C1=O (stereo not drawn)
 : ? | nt
> CCOCc1c(C(=O)OCC(=O)Nc2ccc(C)c(S(=O)(=O)N(C)C)c2)oc2ccccc12
 : ? | nt
